# NS5 inhibitors: flavivirus cap methylation enzyme inhibition – biochemical, confirmation dose response, primary screen (AID 588689). actives 0.3% (n = 340,000). one-dose inhibition, % at 25 µM; IC50 in µM for titrated hits. Dengue-2 NS5 methyltransferase capping enzyme assay, biochemical; higher % means a stronger effect; in the data active = a potency from the dose series; inconclusive = inhibition above about 29% without an active follow-up result
# West Nile virus CPE: West Nile virus antiviral activity, cell-based, CPE readout (AID 1621); West Nile virus-infected cells, CPE inhibition; higher % means a stronger effect; CPE inhibition, % at 10 µM, or IC50 in µM where a hit was titrated; actives 0.02% (n = 290,000); in the data active = a potency from the dose series; inconclusive = CPE inhibition mostly from about 3.7% at the one dose, without a potency; inactive = the rest, 99 in 100 with CPE inhibition below about 2.2%; note: strong numbers were not always called active
# Yfh1-depleted yeast: mitochondrial function rescue without frataxin homolog – Friedreich's ataxia, plus single-dose screen, dose response (AID 1465); S. cerevisiae Yfh1-off respiration, WST-1 reduction, 72 h; higher fold induction means a stronger effect; fold induction at 50 µM, or EC50 in µM where a hit was titrated; actives 0.074% (n = 220,000);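 active = fold induction of absorbance versus untreated yeast above a set limit, then at least 30% activation at any dose in follow-up; inconclusive = repeats straddling the limit, or above it without dose testing; inactive = fold induction below the set limit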;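 note: activators that raise dye reduction in frataxin-depleted yeast; strong numbers were not always called active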
# XIAP displacement: XIAP antagonists, biochemical, IAP family, fluorescence polarization (AID 1018); actives 0.007% (n = 200,000); XIAP BIR domain, fluorescence polarization peptide displacement; higher % means a stronger effect; displacement, % at 20 µM; hits with a dose series show IC50 in µM; in the data active = displacement above about 50%; note: a part of the inactive calls stands beside numbers as strong as those of hits
# WT yeast gro inh: growth inhibition of WT yeast, mitochondrial fusion screen | inhibition, % at 10 µM | actives 2.1% (n = 190,000) | mitochondrial fusion phenotypic screen, WT strain; in the data active = inhibition above about 58%; tested in S. cerevisiae
# CSM14.1 death rescue: protection against thapsigargin-triggered cell killing – 384-well, CSM14.1, ATP luminescence, primary screen (AID 1222) | CSM14.1 thapsigargin-induced death rescue, ATP luminescence; higher % means a stronger effect | cellular ATP content (survival), % at 20 µM; hits with a dose series show EC50 in µM | 190,000 tested, under 10 active;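 active = EC50 below 50 µM in the dose-response confirmation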;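 note: death triggered by thapsigargin at about 15 µM added after 2 h compound pretreatment; cell ATP read after overnight thapsigargin exposure of roughly 18 to 22 hours; normalized against plate controls of thapsigargin alone and 5% DMSO vehicle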
# SV40 large T antigen: TAg ATPase/helicase activity blockers – biochemical (AID 1903); actives 0.39% (n = 310,000); inhibition, % at 20 µM; hits with a dose series show IC50 in µM; SV40 large T antigen ATPase/helicase inhibition assay; higher % means a stronger effect; in the data active = a potency from the dose series; inconclusive = inhibition mostly from about 32% at the one dose, without a potency; inactive = the rest, 99 in 100 with inhibition below about 32%; note: strong numbers were not always called active
# RSV CPE inhibition: inhibition of RSV-induced cytopathic effect – HEp-2 cells, primary 10 µM value included (AID 2391) | HEp-2 cells, RSV-induced CPE inhibition; higher % means a stronger effect | one-dose CPE inhibition, % at 10 µM; IC50 in µM for titrated hits | actives 0.13% (n = 310,000); in the data active = a potency from the dose series; inconclusive = CPE inhibition mostly from about 23% at the one dose, without a potency; inactive = the rest, 99 in 100 with CPE inhibition below about 21%; note: strong numbers were not always called active
# K1F lysis inhibition: protection from phage-mediated lysis, alamar blue read-out – E. coli UTI89, K1F phage, bacterial capsule biogenesis inhibitors (AID 488966); E. coli UTI89 K1F phage lysis, alamar blue, 2 h; higher % means a stronger effect; inhibition, % at 100 µM; hits with a dose series show IC50 in µM; actives 0.02% (n = 340,000);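 active = phage lysis inhibition, versus mean bacterial control, above a set limit; inconclusive = no clear call, values can overlap the other calls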;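 note: capsule biogenesis inhibitors block K1F phage lysis so surviving cells raise fluorescence; higher fluorescence means more inhibition of phage lysis; actives were called in the ten point dose series up to 300 µM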
# WT yeast gro inh mutant strain: also measured in WT yeast gro inh; calls as there; inhibition, %; mitochondrial fusion phenotypic screen, mutant strain inhibition
# NS5 inhibitors pilot replicate: recorded beside NS5 inhibitors, whose call it bears; inhibition, %; measured here: pilot screen replicate inhibition
# Numbers without * were called inactive; i = inactive; ? = inconclusive; nt = no result given; [ ] = another dose, or the depositor's remark. The order is random; any-hit rate near 2.2%.
# A first look:
SMILES,NS5 inhibitors,West Nile virus CPE,Yfh1-depleted yeast,XIAP displacement,WT yeast gro inh,WT yeast gro inh mutant strain,CSM14.1 death rescue,SV40 large T antigen,RSV CPE inhibition,K1F lysis inhibition,others
O=C(Nc1ccc(-c2nc3ccccc3[nH]2)cc1)c1ccco1,-1%,0.2%,i,-3.5%,9,13,-2.2%,-1%,1.0%,0.1%,
COc1cccc(NC(=O)CSCC(=O)O)c1,-11%,1.1%,i,-0.7%,-18,2,0.7%,10%,2.1%,0.2%,NS5 inhibitors pilot replicate=-7.3
Cc1ccc(-n2sc3ccccc3c2=O)cc1S(=O)(=O)N1CCCCC1,-46%,-1.1%,i,-2.9%,94*,91*,nt,26µM*,8.5%,-2.0%,
CC(OC(=O)c1nc(-c2ccccc2)n(-c2ccccc2)n1)C(=O)Nc1cc(Cl)cc(Cl)c1 (stereo not drawn),-5%,-0.6%,i,-6.0%,15,3,-1.0%,4%,2.8%,7.3%,
CC[n+]1cc(C)ccc1/C=C/c1ccc(N(C)C)cc1,-9%,-0.2%,nt,nt,nt,nt,nt,25%,-0.9%,0.1%,
O=C(c1cc(-c2ccc(Cl)cc2)nc2ccccc12)N1CCC1,1%,nt,nt,nt,nt,nt,nt,11%,-1.7%,0.1%[50 µM],
Cc1cccc(N2CCN(C(=O)c3cc4n(n3)C(C(F)(F)F)CC(c3ccco3)N4)CC2)c1C (stereo not drawn),-1%,1.0%,i,0.0%,61*,33*,-1.9%,8%,-5.2%,1.8%,
NC(=O)[C@H]1CC2(CC(c3cccc(NC(=O)COc4ccc(Cl)cc4)c3)=NO2)CN1C(=O)Cc1ccc([N+](=O)[O-])cc1 (stereo partly drawn),-6%,?,i,nt,nt,nt,nt,21%,17%,-0.5%,
Cc1ccc([N+](=O)[O-])cc1N(CC(=O)N1CCCCC1)S(C)(=O)=O,2%,0.3%,i,-3.2%,9,-3,-0.8%,0%,2.8%,0.1%,
Cc1ccc(NC(=O)Cn2nnc(-c3ccccc3-n3cnnn3)n2)c(C)c1,6%,0.2%,i,-3.9%,2,10,0.1%,19%,0.6%,3.1%,
CCOC(=O)/C(=C\C=C\c1ccccc1)NC(=O)c1ccccc1,-6%,-1.0%,i,-15%,22,8,1.3%,19%,3.9%,0.4%,

# The whole of this part, from the first entry:
SMILES,NS5 inhibitors,West Nile virus CPE,Yfh1-depleted yeast,XIAP displacement,WT yeast gro inh,WT yeast gro inh mutant strain,CSM14.1 death rescue,SV40 large T antigen,RSV CPE inhibition,K1F lysis inhibition,others
O=C(Nc1ccc(-c2nc3ccccc3[nH]2)cc1)c1ccco1,-1%,0.2%,i,-3.5%,9,13,-2.2%,-1%,1.0%,0.1%,
COc1cccc(NC(=O)CSCC(=O)O)c1,-11%,1.1%,i,-0.7%,-18,2,0.7%,10%,2.1%,0.2%,NS5 inhibitors pilot replicate=-7.3
Cc1ccc(-n2sc3ccccc3c2=O)cc1S(=O)(=O)N1CCCCC1,-46%,-1.1%,i,-2.9%,94*,91*,nt,26µM*,8.5%,-2.0%,
CC(OC(=O)c1nc(-c2ccccc2)n(-c2ccccc2)n1)C(=O)Nc1cc(Cl)cc(Cl)c1 (stereo not drawn),-5%,-0.6%,i,-6.0%,15,3,-1.0%,4%,2.8%,7.3%,
CC[n+]1cc(C)ccc1/C=C/c1ccc(N(C)C)cc1,-9%,-0.2%,nt,nt,nt,nt,nt,25%,-0.9%,0.1%,
O=C(c1cc(-c2ccc(Cl)cc2)nc2ccccc12)N1CCC1,1%,nt,nt,nt,nt,nt,nt,11%,-1.7%,0.1%[50 µM],
Cc1cccc(N2CCN(C(=O)c3cc4n(n3)C(C(F)(F)F)CC(c3ccco3)N4)CC2)c1C (stereo not drawn),-1%,1.0%,i,0.0%,61*,33*,-1.9%,8%,-5.2%,1.8%,
NC(=O)[C@H]1CC2(CC(c3cccc(NC(=O)COc4ccc(Cl)cc4)c3)=NO2)CN1C(=O)Cc1ccc([N+](=O)[O-])cc1 (stereo partly drawn),-6%,?,i,nt,nt,nt,nt,21%,17%,-0.5%,
Cc1ccc([N+](=O)[O-])cc1N(CC(=O)N1CCCCC1)S(C)(=O)=O,2%,0.3%,i,-3.2%,9,-3,-0.8%,0%,2.8%,0.1%,
Cc1ccc(NC(=O)Cn2nnc(-c3ccccc3-n3cnnn3)n2)c(C)c1,6%,0.2%,i,-3.9%,2,10,0.1%,19%,0.6%,3.1%,
CCOC(=O)/C(=C\C=C\c1ccccc1)NC(=O)c1ccccc1,-6%,-1.0%,i,-15%,22,8,1.3%,19%,3.9%,0.4%,
O=C(CC1C(=O)N(c2ccccc2)C(=S)N1c1ccccc1)c1ccccc1 (stereo not drawn),-6%,-0.5%,i,-0.7%,23,9,0.5%,17%,0.6%,-0.3%,
CC(C)(C)NS(=O)(=O)c1cc(C(=O)O)ccc1Cl,-1%,-0.2%,i,2.9%,-4,-2,-1.0%,13%,1.6%,-0.7%,
Clc1ccc(-c2noc(CCCc3ccccc3)n2)cc1,-8%,-0.7%,i,-3.7%,23,21,-1.0%,-4%,2.3%,0.1%,
Cc1cc(C)nc(Sc2ccc(/C=C(\C#N)C(N)=O)o2)n1,-1%,0.2%,i,2.5%,-9,-23,0.8%,3%,-0.3%,0.3%,
CCN(CC)c1cccc(OC(=O)c2cccnc2Cl)c1,-11%,-0.6%,nt,nt,nt,nt,nt,11%,1.0%,-0.1%,
CCOC(=O)N1CCC(NC(=O)C2CCN(S(=O)(=O)c3cccs3)CC2)CC1,-15%,-0.5%,i,-5.4%,-2,7,2.1%,19%,nt,7.9%,
CCc1nnc(NC(=O)c2nc(S(=O)(=O)Cc3ccccc3)ncc2Cl)s1,>100µM*,?,nt,nt,nt,nt,nt,22%,-2.5%,-0.2%,
Cc1ccc(C(=O)Nn2cnc3ccccc3c2=O)cc1C,0%,0.3%,nt,nt,nt,nt,nt,-2%,0.3%,0.8%[50 µM],
Cc1cc(C)nc(N2CCCC(C(=O)NCC(c3ccccc3)c3ccccc3)C2)n1 (stereo not drawn),-6%,-1.0%,i,-13%,-4,-15,-2.4%,-2%,3.7%,3.1%,
CC1=CC(c2ccccc2)n2nc(N3C(=O)C4CC=CCC4C3=O)nc2N1 (stereo not drawn),0%,0.9%,i,-5.4%,-1,-9,-3.1%,-3%,0.4%,-0.5%,
Cc1ccc(S(=O)(=O)N2CC(=O)Nc3ccccc32)c(C)c1NS(C)(=O)=O,-7%,0.1%,nt,nt,nt,nt,nt,15%,3.1%,-0.1%,
CCn1c(Cn2nnc(-c3ccccc3)n2)nnc1SCC(=O)Nc1ccc(C(C)=O)cc1,-3%,0.0%,i,-4.6%,9,9,-1.9%,-2%,-0.1%,2.1%[50 µM],
O=C(O)CC12CC3CC(C1)CC(n1ncc(NCc4ccccc4)c(Cl)c1=O)(C3)C2,11%,0.0%,i,nt,nt,nt,nt,17%,-0.6%,-0.5%[50 µM],
CC(/C=C1\SC(=S)N(CC(=O)N2CCN(c3ccccc3)CC2)C1=O)=C\c1ccccc1,-1%,-1.4%,i,-0.8%,-2,7,-1.7%,7%,2.3%,0.8%,
COc1ccc(N2CCOCC2)c(NC(=O)COc2cccc(C)c2C)c1,6%,-0.4%,nt,nt,nt,nt,nt,12%,?,-0.2%,
CCOC(=O)c1c(-c2cccs2)csc1NC(=O)CN1CC(C)OC(C)C1 (stereo not drawn),1%,0.3%,i,0.5%,56,9,-1.2%,-3%,-2.1%,-0.4%,
CCCCN(NC(C)=O)c1nc(Cl)nc(NC(C)C)n1,-5%,0.1%,i,-5.5%,1,9,-0.6%,12%,1.2%,-0.5%[50 µM],
CCN(C(=O)c1cc(Cl)ccc1OC)c1ccccc1,-5%,-0.8%,i,-18%,15,9,-0.2%,4%,-1.0%,0.3%,
C#CCOCCOCCOCCNc1nc(N2CCN(C(=O)CCCCCCCCCCNC(=O)[C@H](CCCCN)n3cc(C)nn3)CC2)nc(N2CCN(C(=O)CCCCCCCCCCNC(=O)[C@H](CO)n3cc(CCCSC)nn3)CC2)n1,-4%,nt,nt,nt,nt,nt,nt,18%,14%,-1.1%,
Cc1ccccc1-n1c(=O)cc(N2CC(C)OC(C)C2)[nH]c1=O (stereo not drawn),0%,0.4%,i,-8.9%,5,6,1.2%,-3%,nt,1.3%,
Nc1ccc(C(=O)NNC(=O)C2COc3ccccc3O2)cc1[N+](=O)[O-] (stereo not drawn),-9%,nt,nt,nt,nt,nt,nt,17%,0.2%,1.2%[50 µM],
COc1cccc(/C=C2/C(=O)NN(c3ccc(F)cc3)C2=O)c1,38µM*,1.0%,nt,nt,nt,nt,nt,28%,1.3%,1.5%[50 µM],
O=C(/C=C/c1ccco1)NC(=S)Nc1ccc(C(=O)O)cc1,22%,0.2%,nt,nt,nt,nt,nt,23%,0.1%,-0.1%,
COc1ccccc1C(=O)N/N=C(\C)CC(=O)Nc1ccc(Nc2ccccc2)cc1,-1%,-0.8%,nt,nt,nt,nt,nt,27%,3.9%,-0.6%,
O=C(CCCOc1ccc(Cl)cc1Cl)N/N=C/c1ccccc1O,-2%,0.3%,i,-3.4%,31,10,-1.8%,-17%,5.7%,-0.3%,
O=C(c1cnn2ccccc12)N1CCN(C2CCCCC2)CC1,-1%,-0.4%,i,-4.1%,-14,6,-1.2%,2%,-0.6%,-2.2%,
COc1cccc(/C=N/NC(=O)c2c(-c3ccccc3)noc2C)c1,-4%,-0.1%,i,-4.2%,4,-11,-1.4%,13%,5.5%,-2.1%,
CC(C)(C)NC(=O)NC(=O)Cn1ccsc1=N,-7%,0.0%,i,-5.0%,8,12,0.4%,0%,0.8%,0.2%,
c1ccc(C(c2ccccn2)c2ccccn2)cc1,-13%,0.6%,i,-4.1%,-18,-24,1.0%,1%,2.2%,2.1%[50 µM],
Cc1ccc(S(=O)(=O)N2CCN(c3ncccn3)CC2)c(C)c1,-9%,-0.2%,nt,nt,nt,nt,nt,-1%,7.7%,0.2%,
COc1ccc(/C=N\NC(=O)CNC(=O)C2COc3ccccc3O2)cc1[N+](=O)[O-] (stereo not drawn),-13%,0.2%,nt,nt,nt,nt,nt,11%,-0.7%,0.0%,
CC(NC(=O)c1ccc(N2CCCC2=O)cc1)c1ccccc1 (stereo not drawn),-13%,-0.4%,i,-3.3%,4,-7,-0.6%,14%,-0.8%,0.4%,
O=C(Nc1ccc2c(c1)OCO2)c1n[nH]c(=O)c2ccccc12,11%,0.1%,i,nt,nt,nt,nt,21%,-0.7%,3.5%[50 µM],

# Screening data as filed in PubChem BioAssay.
